# High-throughput results as filed in PubChem BioAssay.
# GAA glycogen mod: alters human alpha-glucosidase cleavage of glycogen | P10253 | recombinant GAA, glycogen substrate, Amplex Red glucose oxidase fluorescence | Potency, µM (highest dose often 76.4 µM), for the others: top-dose activity change, negative = inhibition, actives largely listed as inhibitors | 300,000 tested, 0.38% active | AID 2100;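 note: 0% = full enzyme reaction and -100% = no-enzyme basal signal; the screen sought inhibitors and activators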
#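 Natural-substrate format: glycogen cleavage by 4 nM human enzyme, glucose read by Amplex Red coupling (Ex 573, Em 610 nm). Normalized to enzyme and no-enzyme controls.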
# ALDH1A1 inh: blocks purified human ALDH1A1 activity; P00352; 220,000 tested, 7.3% active; Potency, µM (highest dose often 75.3 µM), for the others: top-dose activity, negative = inhibition, actives largely listed as inhibitors; Purified ALDH1A1, NADH fluorescence, propionaldehyde substrate; active = well fitted inhibition curve with a large enough effect, not every such curve was filed as active; inconclusive = small, poorly fitted or top-dose-only effect, or another doubt; inactive = no such curve, though single readings can be large or run the other way;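 note: plate controls were no enzyme wells and a reference inhibitor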
# GoLoco inh red: RGS12 GoLoco-Gai1 interaction inhibition | Potency, µM (series often up to 61.6 µM), for inactives: top-dose activity, negative = inhibition, usual class: inhibitors | 230,000 tested, 0.44% active | P63096 | AID 880 | Gai1:RGS12 GoLoco peptide FP, rhodamine, 10 min; active = well fitted inhibition curve with a large enough effect, not every such curve was filed as active; inactive = no such curve, though single readings can be large or run the other way; note: % is set by controls: 0 for no effect and ±100 for the full control effect; nearly all actives have a fitted effect of over 30% in size; many of its hits are not listed in these tables
# Target sequence (P63096 whole entry, looked up): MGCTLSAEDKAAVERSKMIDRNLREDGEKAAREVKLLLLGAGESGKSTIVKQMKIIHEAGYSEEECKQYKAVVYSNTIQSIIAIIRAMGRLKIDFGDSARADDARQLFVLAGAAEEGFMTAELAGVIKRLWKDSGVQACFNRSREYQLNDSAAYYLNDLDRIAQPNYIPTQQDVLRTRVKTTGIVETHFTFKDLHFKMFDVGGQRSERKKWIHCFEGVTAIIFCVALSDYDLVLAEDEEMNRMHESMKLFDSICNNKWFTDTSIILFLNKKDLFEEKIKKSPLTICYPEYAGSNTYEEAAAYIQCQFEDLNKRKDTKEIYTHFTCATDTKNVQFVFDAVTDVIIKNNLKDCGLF
# SMN2 splice enh: enhancers of SMN2 splice variant expression | AID 1458 | Potency, µM (top dose mostly 46.1 µM), without a hit: top-dose activity change, positive = activation, usual class: activators | 210,000 tested, 2.8% active | HEK293 SMN2-luciferase splicing reporter, luminescence, 30-36 h; note: % of control where 0% means no effect; nearly all actives have a fitted effect of over 55% in size
#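 HEK293 cells carry an SMN2 minigene-luciferase reporter in which exon 7 inclusion puts luciferase in frame. Cells were seeded at 2000 cells/well, attached for 10-12 hours, then exposed to compounds for 30-36 hours at 37C before ONE-Glo luminescence.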
# aGlu spleen mod: inhibits or activates alpha-glucosidase in human spleen homogenate. P10253. Potency, µM (highest dose often 79.9 µM), inactives show top-dose activity change, negative = inhibition, usual class: inhibitors. AID 2112. 240,000 tested, 0.006% active. human spleen homogenate, 4-MU-alpha-glucoside fluorescence;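 note: 0% = enzyme with vehicle and -100% = no enzyme basal signal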
#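 Compounds were titrated against alpha-glucosidase in spleen homogenate at pH 5.0, with 1 mM 4-methylumbelliferyl substrate for 40 min at 37 C. Reactions were quenched with pH 10 NaOH/glycine and fluorescence measured.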
# aGal spleen mod: inhibitors or activators of human alpha-galactosidase in spleen homogenate | 240,000 tested, 0.008% active | P06280 | human spleen homogenate, 4MU-alpha-Gal fluorescence, 40 min | Potency, µM (series often up to 80 µM), for inactives: at the top dose activity change, negative = inhibition, actives largely listed as inhibitors | AID 2107;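 note: 0% = enzyme with vehicle and -100% = no enzyme basal signal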
# Target sequence (P06280 32-429 limits assumed): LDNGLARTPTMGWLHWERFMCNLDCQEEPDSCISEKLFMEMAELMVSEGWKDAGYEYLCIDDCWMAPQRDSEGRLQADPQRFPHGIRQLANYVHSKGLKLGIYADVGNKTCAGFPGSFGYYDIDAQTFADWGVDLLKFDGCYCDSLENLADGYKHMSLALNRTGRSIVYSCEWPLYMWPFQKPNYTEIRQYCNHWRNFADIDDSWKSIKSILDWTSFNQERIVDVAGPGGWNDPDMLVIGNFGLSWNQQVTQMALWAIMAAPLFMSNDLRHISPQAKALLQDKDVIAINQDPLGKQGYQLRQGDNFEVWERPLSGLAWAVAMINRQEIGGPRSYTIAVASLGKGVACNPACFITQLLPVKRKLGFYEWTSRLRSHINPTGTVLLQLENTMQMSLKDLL
#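 Inhibition or activation of alpha-galactosidase in human spleen homogenate is scored by 4-MU fluorescence after 40 min at 37C, pH 5.0, with 1 mM substrate. AC50s come from concentration-response fitted to the Hill equation.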
# KDM4E inh: inhibitors of human JMJD2E histone demethylase; JMJD2E catalytic domain, FDH-coupled NADH fluorescence (FDH is formaldehyde dehydrogenase); Potency, µM (top dose mostly 57.1 µM), without a hit: top-dose activity change, negative = inhibition, usual class: inhibitors; 230,000 tested, 1.6% active; active = well fitted inhibition curve with a large enough effect, not every such curve was filed as active; inconclusive = small, poorly fitted or top-dose-only effect, or another doubt; inactive = no such curve, though single readings can be large or run the other way;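 note: 0% = wells with enzyme and -100% = buffer wells without enzyme; nearly all actives have a fitted effect of over 50% in size; many of its hits are not listed in these tables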
# Target sequence (B2RXH2 1-337 limits assumed): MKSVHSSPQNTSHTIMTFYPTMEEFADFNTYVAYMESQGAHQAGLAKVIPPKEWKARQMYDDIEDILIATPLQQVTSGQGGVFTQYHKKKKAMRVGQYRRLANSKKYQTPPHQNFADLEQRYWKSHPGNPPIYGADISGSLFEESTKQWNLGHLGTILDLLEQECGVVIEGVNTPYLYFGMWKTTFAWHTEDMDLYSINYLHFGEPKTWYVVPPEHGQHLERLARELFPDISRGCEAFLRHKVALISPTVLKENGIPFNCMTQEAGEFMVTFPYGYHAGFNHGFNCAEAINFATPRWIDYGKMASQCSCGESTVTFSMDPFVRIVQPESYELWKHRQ
# GAA inhib: alpha-glucosidase (human) inhibition; purified human GAA, 4-MU-alpha-glucoside fluorescence; Potency, µM (series often up to 76.9 µM), without a hit: at the highest dose activity change, negative = inhibition, actives largely listed as inhibitors; 200,000 tested, 0.005% active;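 note: plate controls were uninhibited enzyme wells for no effect and no-enzyme background for full effect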
#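 Fluorogenic assay: 4 nM human alpha-glucosidase with 400 uM 4-methylumbelliferyl-alpha-D-pyranoside in 50 mM citrate/phosphate, 0.005% Tween-20, pH 5.0, 20 min at room temperature. Compounds tested up to 77 uM; AC50 from Hill fits.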
# An asterisk follows results filed as active; ? = inconclusive; nt = no result given; & = joins results of further samples; ! = repeats disagree; [ ] = remark or other dose. Unless noted, calls come from the whole dose curve; as a rule, active = well fitted curve in the direction sought with a large enough effect; inconclusive = small, poorly fitted or top-dose-only effect, or another doubt; inactive = no such curve, though single readings can be large; an effect the other way counts as inactive or inconclusive. Potency is the fitted concentration of half-maximal effect. An excerpt (hit frequency here may not be typical).
SMILES,GAA glycogen mod,ALDH1A1 inh,GoLoco inh red,SMN2 splice enh,aGlu spleen mod,aGal spleen mod,KDM4E inh,GAA inhib
Cc1ccc(-n2nnnc2SC(C)C(=O)NCC(=O)Nc2ccc(F)c(F)c2F)c(C)c1 (stereo not given),-6%,-5%,9%,-9%,-10%,6%,10%,?
CC1(C)C(=O)OC(C(=O)c2ccc(C(C)(C)C)cc2)C(C)(C)C1=O (stereo not given),-1%,-2%,-8%,-10%,-1%,7%,15%,-14%
Cc1cccc2cc(-c3ccccc3)c(-c3ccccc3)c[n+]12,12%,?,-3%,-73%[inhibitor],2%,6%,?,-8%
O=C(COC(=O)CNC(=O)c1ccc(Cl)cc1Cl)Nc1ccc(N2CCOCC2)cc1,-10%,?,18%,25%,5%,-3%,7%,1%
O=C(N/N=C/c1ccc(Cl)cc1Cl)C(=O)NC1CC1,5%,-12%,-14%,-3%,3%,0%,0%,1%
CCOc1ccc(C2=Nn3c(nnc3-c3ccccc3OC)SC2)cc1,5%,5%,12%,-16%,-12%,-3%,5%,-4%
CC1CN(C(=O)c2ccc(N3CCCCC3)c([N+](=O)[O-])c2)CC(C)O1 (stereo not given),-9%,?,9%,-13%,10%,14%,-12%,2%
COc1ccc(C2=C(SC)CC2=NC(C)(C)C)cc1,0%,18µM*,20%,-18%,1%,-1%,?,?
CCc1cccc(CC)c1NC(=S)NC(C)c1ccccc1 (stereo not given),1%,-4%,17%,-20%,-1%,-9%,-4%,8%
CC(C)c1ccc2[nH]c3c(c2c1)CCC/C3=N\NC(=O)c1ccncc1,-1%,nt,4%,nt,-12%,6%,-6%,nt
CCN(CC)C(=O)c1sc(NC(=O)C(C)C)c(C#N)c1C,7%,8%,6%,nt,-3%,0%,-2%,13%
COc1ccc2nc(N=Nc3ccc(N(C)C)cc3)sc2c1,13%,4%,55%[activator],-5%,-16%,10%,-7%,-4%
CCNc1ccc(C(=O)OCC(=O)NC(=O)NCC(C)C)cc1[N+](=O)[O-],11%,4%,20%,-22%,1%,4%,0%,4%
COc1cc(NC(=O)c2ccco2)c(OC)cc1NC(=O)CSc1nnc(-c2cccs2)n1C,-3%,-8%,7%,-7%,1%,19%,?,4%
Cc1ccc(C(=O)c2ccccc2C(=O)O)cc1C,28%,20%,4%,1%,6%,0%,0%,-9%
O=C(CSc1nnc(-c2ccncc2)n1CC1CCCO1)Nc1nccs1 (stereo not given),3%,0%,3%,11%,-3%,3%,-1%,5%
CCOc1ccccc1OCCCC(=O)Nc1ccc(OC)nc1,6%,4%,5%,6%,-10%,-3%,-3%,0%
COCc1nc(-c2cc(Br)ccc2OC)no1,7%,-11%,8%,-14%,0%,-2%,0%,-16%
CCNc1nc(NCc2ccccc2)nc(SCC(=O)Nc2ccccc2)n1,3%,-3%,-1%,-21%,0%,-8%,-3%,-10%
COc1ccccc1NC(=O)c1cc2ccccc2o/c1=N\O,5%,?,9%,-8%,-5%,-1%,-3%,-2%
CC(=O)c1ccc(N2CCN(C(=O)c3ccc(NC(=O)C4CCCO4)cc3)CC2)cc1 (stereo not given),-2%,-9%,3%,-19%,-17%,2%,-21%,-2%
COc1ccc(NS(=O)(=O)c2cc(NC(=O)/C=C/c3cc(OC)c(OC)c(OC)c3)ccc2N2CCCCC2)cc1,0%,?,-9%,?,1%,-4%,?,-7%
COc1cccc(NC(=O)N2CCC(C(N)=O)(N3CCCCC3)CC2)c1,2%,4%,-4%,-6%,0%,0%,4%,-2%
c1ccc(COCCN2CCN(CCOCc3ccccc3)CC2)cc1,7%,-14%,-13%,8%,1%,2%,6%,-11%
OCCNC1=NCCN1,-3%,-1%,-33%,-6%,-3%,9%,-9%,-1%

# Another view of some results above.
smiles	GAA glycogen mod	ALDH1A1 inh	GoLoco inh red	SMN2 splice enh	aGlu spleen mod	aGal spleen mod	KDM4E inh	GAA inhib
Cc1ccc(-n2nnnc2SC(C)C(=O)NCC(=O)Nc2ccc(F)c(F)c2F)c(C)c1 (stereo not given)	-6%	-5%	9%	-9%	-10%	6%	10%	?
CC1(C)C(=O)OC(C(=O)c2ccc(C(C)(C)C)cc2)C(C)(C)C1=O (stereo not given)	-1%	-2%	-8%	-10%	-1%	7%	15%	-14%
Cc1cccc2cc(-c3ccccc3)c(-c3ccccc3)c[n+]12	12%	?	-3%	-73%[inhibitor]	2%	6%	?	-8%
O=C(COC(=O)CNC(=O)c1ccc(Cl)cc1Cl)Nc1ccc(N2CCOCC2)cc1	-10%	?	18%	25%	5%	-3%	7%	1%
O=C(N/N=C/c1ccc(Cl)cc1Cl)C(=O)NC1CC1	5%	-12%	-14%	-3%	3%	0%	0%	1%
CCOc1ccc(C2=Nn3c(nnc3-c3ccccc3OC)SC2)cc1	5%	5%	12%	-16%	-12%	-3%	5%	-4%
CC1CN(C(=O)c2ccc(N3CCCCC3)c([N+](=O)[O-])c2)CC(C)O1 (stereo not given)	-9%	?	9%	-13%	10%	14%	-12%	2%
COc1ccc(C2=C(SC)CC2=NC(C)(C)C)cc1	0%	18µM*	20%	-18%	1%	-1%	?	?
CCc1cccc(CC)c1NC(=S)NC(C)c1ccccc1 (stereo not given)	1%	-4%	17%	-20%	-1%	-9%	-4%	8%

# (next part)
SMILES,GAA glycogen mod,ALDH1A1 inh,GoLoco inh red,SMN2 splice enh,aGlu spleen mod,aGal spleen mod,KDM4E inh,GAA inhib
CC[C@H](C)[C@@H](C(=O)N1CCNCC1)n1cc([C@@H](N)Cc2ccc(O)cc2)nn1,-6%,-3%,3%,nt,7%,15%,8%,nt
Cc1cc(C)c(OCC(=O)Nc2cccc(O)c2)cc1C,2%,7%,-2%,11%,-22%,13%,-2%,0%
CC(C)N(Cc1ccccc1)C(=O)c1ccc2nsnc2c1,8%,nt,-9%,nt,0%,2%,14%,nt
CCCn1c(NCc2ccc(N(C)C)cc2)nc2ccccc21,13%,-1%,3%,12%,-10%,-3%,2%,-4%
Nc1cc(N)nc(SCC(=O)N2CCN(C(=O)c3ccco3)CC2)n1,-15%,?,3%,-1%,-2%,0%,-3%,?
CC[C@H](C)C(=O)O[C@H]1C[C@@H](C)C=C2C=C[C@H](C)[C@H](CC[C@@H]3C[C@@H](O)CC(=O)O3)[C@H]21,-1%,14%&-12%&-13%,-9%&0%&6%,16µM*!,10%&0%&6%,4%&-12%&-20%,?,0%[15.4 µM]
Cc1cc(=O)[nH]c(N/N=C/C2=C(N3CCOCC3)C(=C\c3ccc(Cl)cc3)/CC2)n1,7%,11µM*,17%,-2%,6%,0%,28µM*,-8%
O=C(OC(c1ccccc1)c1nccc2ccccc12)c1cccc([N+](=O)[O-])c1 (stereo not given),-6%,-6%,20%,-2%,-1%,-7%,4%,-2%
C=CCN=Cc1c(C)[nH]n(-c2ccccc2)c1=O,-3%,7%,4%,?,-14%,-11%,7%,-11%
COc1cc(NC(=O)c2ccc3c(c2)OCO3)c2ncccc2c1,1%,?,2%,-63%[inhibitor],-1%,-2%,-2%,10%
O=P(O)(CCc1ccccc1)C(O)c1ccccc1 (stereo not given),7%,8%,10%,-6%,13%,11%,2%,-2%
NC(=O)c1sc2nccc(Nc3ccccc3)c2c1N,-13%,?,-14%,15%,-6%,9%,?,-7%
CC1=C(C#N)C(c2cccnc2)C2=C(CC(C)(C)CC2=O)N1 (stereo not given),-5%,?,5%,-14%,?,?,?,?
COC(=O)c1cc2n3ccccc3c(C)c(-c3ccccc3)c-2c1C(=O)OC,3%,?,14%,-1%,-3%,-3%,?,-11%
CNc1nc(SC)nc(N(C)C#N)n1,8%,3%,7%,0%,6%,4%,-1%,-3%
CC(C)OC(=O)CSc1nnc(-c2ccc(Cl)cc2)n1N,10%,1%,-5%,-6%,-1%,3%,-1%,3%
CCCCn1c(CNC(=O)CCC)nc2ccccc21,3%,9%,-10%,-7%,-7%,1%,-3%,-3%
COc1ccc(Cc2noc(CN(C)CCc3ccccc3)n2)cc1OC,4%,nt,8%,nt,6%,-2%,-11%,nt
COC(=O)CC1SC(=O)NC1=Nc1ccc(C)cc1 (stereo not given),-8%,-13%,4%,-12%,-18%,7%,1%,-14%
CCOC(=O)Nc1nc(-c2ccccc2)c(C(=O)c2ccc(Cl)cc2)s1,-11%,-10%,7%,-19%,-6%,-1%,-15%,-3%
Cc1onc(-c2ccccc2)c1C(=O)NCc1cccs1,-3%,4%,12%,0%,-1%,-1%,0%,0%
O=C(NC1CCCC1)C(=O)N(Cc1cccnc1)C(C(=O)NCc1ccco1)c1ccccc1F (stereo not given),-15%,1%,-4%,nt,-1%,-3%,4%,-3%
CCCN1/C(=C2/SC(=S)N(CC)C2=O)C=Cc2ccccc21,-10%,?,36%[activator],-41%[inhibitor],7%,9%,-1%,?
COc1ccc(-c2csc3ncn(-c4ccccc4)c(=O)c23)cc1OC,6%,7.9µM*,6%,nt,2%,-2%,-1%,?
C=CCC(C=C)S(=O)(=O)c1ccc(C)cc1 (stereo not given),11%,-11%,-5%,9%,-4%,-20%,-8%,5%
# The list continues:
SMILES,GAA glycogen mod,ALDH1A1 inh,GoLoco inh red,SMN2 splice enh,aGlu spleen mod,aGal spleen mod,KDM4E inh,GAA inhib
Cc1ccc(S(=O)(=O)Nc2c(C)nn(C)c2C)cc1,-7%,10%,0%,-29%,-9%,1%,5%,2%
CC1=Nc2ccccc2NC(=O)C1Sc1nnc(C)s1 (stereo not given),-2%,-8%,-4%,-7%,-6%,-3%,-2%,2%
Cc1ccc(NC(=O)c2ccc(NCc3ccco3)c([N+](=O)[O-])c2)cc1Cl,10%,4%,44%[activator],5%,-11%,-11%,-6%,1%
CCCN(CC(=O)Nc1cc(C)on1)S(=O)(=O)c1cccc(C(F)(F)F)c1,7%,10%,-2%,-7%,1%,0%,-4%,-3%
Cc1ccc(-c2nnc(N3CCCCC3)c3ccccc23)cc1,2%,nt,-6%,nt,4%,5%,1%,nt
COC(=O)[C@@H]1C[C@H]1[C@@H](NC(=O)c1cnccn1)c1ccccc1,nt,3%,3%,12%,3%,3%,5%,nt
Cc1cc(C)nc(/N=c2/ssnc2Cl)c1,4%,4µM*,-14%,-9%,5%,3%,0%,-6%
